Source: PubChem BioAssay
LGR2 inh = inhibitors of bursicon-induced LGR2 CRE-luciferase signal, primary screen, cell-based, HEK293, CRE-luciferase reporter, bursicon stimulation | bursicon-stimulated, 4 h | inhibition, % at 9.99 µM | actives 0.35% (n = 380,000) | AID 720647, 2013;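 active = drop in luminescence signal, shown as inhibition above about 50% in the replicate tests, limit read from the data, passing the limit was not always enough; inconclusive = probably only some replicates passing the limit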;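 also: agonist challenge used bursicon conditioned medium at about half maximal strength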
PGC1a acetyl inh = inhibitors of PGC1a acetylation signal, primary screen, cell-based, U2OS, AlphaScreen, inhibitor mode | actives 0.17% (n = 350,000) | inhibition, % at 15.6 µM | AlphaScreen anti-acetyl-lysine; with virally co-expressed GCN5 acetyltransferase;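 active = every replicate shows inhibition of at least 40%; inconclusive = mean inhibition at least 40% but some replicate below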;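 also: 0% = neutral control wells and 100% = positive control wells; some results beyond the cut were filed as inactive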
PAX8 reporter = inhibitors of PAX8-driven TPO luciferase reporter, primary screen, RMG-I cells, single concentration; SteadyGlo, 24 h; inhibition, % at 12.6 µM; actives 1.2% (n = 360,000); AID 652154, 2013;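 active = mean replicate inhibition at least 60% with every replicate also reaching 60%; inconclusive = only one of the two criteria is met; inactive = mean below 60% and not all replicates reaching 60%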;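 also: luciferase light reporting Pax8 driven TPO promoter activity; plate controls were median of neutral control wells for no effect and mitoxantrone controls for full effect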
Active calls of the source: *.

For Cc1ccc(C2=NN3C(C2)c2ccccc2OC32C(=O)Nc3ccccc32)cc1 (configuration not stated) the results were LGR2 inh -54 and PGC1a acetyl inh 3.
`COc1cccc(C(=O)NCc2ccc(-c3nc4ccccc4s3)cc2)c1` gave LGR2 inh 33 and PGC1a acetyl inh 7.
C=CCn1c(C)cc(-c2csc(N)n2)c1C was read as LGR2 inh 9 and PGC1a acetyl inh 3.
Clc1ccc(-c2ccnc(Oc3cc(Cl)ccc3Cl)n2)cc1 was read as LGR2 inh -5 and PGC1a acetyl inh -13.
`CCOC(=O)C1=NN(C(=O)Nc2cccc(C(F)(F)F)c2)C2C(=O)N(c3cccc(C(F)(F)F)c3)C(=O)C12` (configuration not stated) gave LGR2 inh 15 and PGC1a acetyl inh 7.
Cn1c(=O)c2c(nc(OCc3ccc4c(c3)OCO4)n2Cc2ccccc2Cl)n(C)c1=O was read as LGR2 inh -35 and PGC1a acetyl inh 2.
COC(=O)C1=C(C)N=C2SC(C#N)=C(N)N2C1c1cccc(OC)c1 (configuration not stated) was read as LGR2 inh -15 and PGC1a acetyl inh 3.
Cc1cccc(NCc2ccccc2O)n1 was read as LGR2 inh 6 and PGC1a acetyl inh -4.
`CCN(CC)c1nc(OCCNC(=O)Nc2ccccc2)nc(N(CC)CC)n1` gave LGR2 inh -11 and PGC1a acetyl inh -13.
For CCS(=O)(=O)c1nc2ccccc2n1CC(=O)N1CCCCC1 the results were LGR2 inh 4 and PGC1a acetyl inh -1.
Screening CC(/C=N\N1CCN(c2ccc(Cl)cc2)CC1)=C\c1ccccc1 returned LGR2 inh -1 and PGC1a acetyl inh -20.
Screening O=C(Nc1ccc(Cl)cn1)C1CCCN1S(=O)(=O)c1ccc(Cl)cc1 (configuration not stated) returned LGR2 inh -4 and PGC1a acetyl inh 2.
`Cc1cc([N+](=O)[O-])cc2ncccc12` gave LGR2 inh -26 and PGC1a acetyl inh 12.
`O=c1cc(-c2ccccc2)nc2nc(COc3ccccc3)[nH]n12` gave LGR2 inh -13 and PGC1a acetyl inh 0.
`COc1ccc(CCNC(=O)C2CCN(S(=O)(=O)c3ccc(Cl)cc3)CC2)cc1OC` gave LGR2 inh inconclusive and PGC1a acetyl inh -15.

By substructure, the entries above with an aryl methoxy group
`COc1cccc(C(=O)NCc2ccc(-c3nc4ccccc4s3)cc2)c1` gave LGR2 inh 33 and PGC1a acetyl inh 7.
COC(=O)C1=C(C)N=C2SC(C#N)=C(N)N2C1c1cccc(OC)c1 (configuration not stated) was read as LGR2 inh -15 and PGC1a acetyl inh 3.
`COc1ccc(CCNC(=O)C2CCN(S(=O)(=O)c3ccc(Cl)cc3)CC2)cc1OC` gave LGR2 inh inconclusive and PGC1a acetyl inh -15.

Molecules listed so far containing a halogen, in the order listed:
Clc1ccc(-c2ccnc(Oc3cc(Cl)ccc3Cl)n2)cc1 was read as LGR2 inh -5 and PGC1a acetyl inh -13.
`CCOC(=O)C1=NN(C(=O)Nc2cccc(C(F)(F)F)c2)C2C(=O)N(c3cccc(C(F)(F)F)c3)C(=O)C12` (configuration not stated) gave LGR2 inh 15 and PGC1a acetyl inh 7.
Cn1c(=O)c2c(nc(OCc3ccc4c(c3)OCO4)n2Cc2ccccc2Cl)n(C)c1=O was read as LGR2 inh -35 and PGC1a acetyl inh 2.
Screening CC(/C=N\N1CCN(c2ccc(Cl)cc2)CC1)=C\c1ccccc1 returned LGR2 inh -1 and PGC1a acetyl inh -20.
Screening O=C(Nc1ccc(Cl)cn1)C1CCCN1S(=O)(=O)c1ccc(Cl)cc1 (configuration not stated) returned LGR2 inh -4 and PGC1a acetyl inh 2.
`COc1ccc(CCNC(=O)C2CCN(S(=O)(=O)c3ccc(Cl)cc3)CC2)cc1OC` gave LGR2 inh inconclusive and PGC1a acetyl inh -15.

(cont.)
For O=S(=O)(Cc1cc(Sc2ccccc2)nc(-c2ccccc2)n1)c1ccccc1 the results were LGR2 inh -4 and PGC1a acetyl inh -14.
Screening COc1ccc(-c2noc(CN(C(=O)c3c(-c4ccccc4Cl)noc3C)C(C)C)n2)cc1 returned LGR2 inh 3 and PGC1a acetyl inh -9.
`CCCCCC(=O)N(O)C1CC(=O)N(c2ccccc2)C1=O` (configuration not stated) gave LGR2 inh 9 and PGC1a acetyl inh 24.
`CCn1c(-c2ccc(OC)c(OC)c2)n[nH]c1=S` gave LGR2 inh -8 and PGC1a acetyl inh -1.
`CC1=C(C(=O)Nc2cccc(C)n2)C(c2ccc3c(c2)OCO3)C2=C(CC(c3ccco3)CC2=O)N1` (configuration not stated) gave LGR2 inh 0 and PGC1a acetyl inh -8.
Screening Cn1c2ccccc2c2cnn(CC(=O)O)c(=O)c21 returned LGR2 inh -6 and PGC1a acetyl inh -12.
For O=C(Nc1ccccc1)c1cnc[nH]1 the results were LGR2 inh 2 and PGC1a acetyl inh 7.
Cc1ccccc1Nc1nc(N)nc(CSc2nnnn2-c2ccccc2)n1 was read as LGR2 inh 11 and PGC1a acetyl inh 11.
O=C(Cc1ccc(-n2cccc2)cc1)N1CCc2ccccc21 was read as LGR2 inh -25 and PGC1a acetyl inh 9.
Screening CN(C)N1C(N)=C(C#N)C(c2cccc3ccccc23)C2=C1CC(c1ccccc1)CC2=O (configuration not stated) returned LGR2 inh -4 and PGC1a acetyl inh -3.
Screening O=C(COC(=O)CNC(=O)c1ccco1)Nc1ccc(Cl)cn1 returned LGR2 inh 1 and PGC1a acetyl inh 5.
Screening N=c1n(CCN2CCCCC2)c2ccccc2n1CC(O)COc1ccccc1 (configuration not stated) returned LGR2 inh 1 and PGC1a acetyl inh -19.
`C/C(N)=C(/C#N)C(=O)CSc1nnnn1-c1ccccc1` gave LGR2 inh -17 and PGC1a acetyl inh 1.
For Cc1ccccc1NC(=O)CN1C(=O)NC2(CCCCC2)C1=O the results were LGR2 inh 10 and PGC1a acetyl inh -1.
`C=CCn1c(SC(C)C(=O)NCc2ccc3c(c2)OCO3)nnc1C1CCCCC1` (configuration not stated) gave LGR2 inh 14 and PGC1a acetyl inh -35.
Screening COCCCNC(=O)CC(NS(=O)(=O)c1ccc(OC)cc1)c1ccc(OC)cc1 (configuration not stated) returned LGR2 inh 24 and PGC1a acetyl inh 1.
Screening O=C(CSc1nnc(C2CC2)n1-c1ccccc1)NCCc1ccc(F)cc1 returned LGR2 inh 14 and PGC1a acetyl inh -3.
CCC1=Nc2ccccc2NC2=C1C(=O)CCC2 was read as LGR2 inh 13 and PGC1a acetyl inh 6.
Screening CCC(=O)c1c[nH]c(C(=O)NCc2ccco2)c1 returned LGR2 inh -5 and PGC1a acetyl inh -4.
CC(C)(C)c1ccc(C(=O)NCCC(=O)N2CCN(c3ncccn3)CC2)cc1 was read as LGR2 inh 4 and PGC1a acetyl inh 12.
`Cc1ccc(-c2c(C)sc(NC(=O)C3C4CCC(O4)C3C(=O)O)c2C(=O)OC(C)C)cc1` (configuration not stated) gave LGR2 inh 7 and PGC1a acetyl inh -10.
For C=CCOc1cccc(/C=N/NC(=O)C(=O)NCc2ccco2)c1 the results were LGR2 inh 7 and PGC1a acetyl inh 0.
For CCNC(=S)N1CCN(CCN=CC2=C(O)CC(c3cccs3)CC2=O)CC1 (configuration not stated) the results were LGR2 inh 1 and PGC1a acetyl inh -1.
Screening C=CCc1ccc(OCCCCCN2CCOCC2)c(OC)c1 returned LGR2 inh -6 and PGC1a acetyl inh -13.
`COc1ccc([N+](=O)[O-])cc1C1NN=C(c2cccc3ccccc23)S1` (configuration not stated) gave LGR2 inh 11 and PGC1a acetyl inh 1.
For Cc1oc(C(=O)O)cc1COc1cccc2cccnc12 the results were LGR2 inh 9 and PGC1a acetyl inh -3.
Screening CC(C)C(O)(C#CCN1CCCC1)c1ccccc1 (configuration not stated) returned LGR2 inh 5 and PGC1a acetyl inh 14.
Screening COc1ccc(/C=N/N2CCN(C)CC2)cc1OC returned LGR2 inh 0 and PGC1a acetyl inh -11.
Screening CN(C)c1nccc(N(Cc2ccccc2)Cc2ccccc2)c1C#N returned LGR2 inh -13 and PGC1a acetyl inh -4.
Screening CC(=O)c1ccc(NS(=O)(=O)Cc2ccccc2)cc1 returned LGR2 inh 13 and PGC1a acetyl inh 0.
CC1(C)Nc2ccccc2N(CC(=O)N2CCCCC2)C1=O was read as LGR2 inh 5 and PGC1a acetyl inh 2.
Screening CCSc1nc(=O)n(-c2ccccc2)c(C)c1C(C)=O returned LGR2 inh -7 and PGC1a acetyl inh 6.
`CCOC(=O)C(NC(=O)c1ccccc1Cl)(Nc1ccc(C(F)(F)F)cc1)C(F)(F)F` (configuration not stated) gave LGR2 inh 1 and PGC1a acetyl inh 7.
CC(C)CNc1nc(Oc2ccc(=O)n(C)n2)nc(N2CCOCC2)n1 was read as LGR2 inh -2 and PGC1a acetyl inh 13.
`O=C(Nc1ccccc1C(=O)NCCc1ccccc1)c1ccco1` gave LGR2 inh 5 and PGC1a acetyl inh -8.
For Cc1ccc(NC(=O)CN2CCN(CCN=CC3=C(O)CC(C)(C)CC3=O)CC2)cc1 the results were LGR2 inh 8 and PGC1a acetyl inh 1.
`CC(=O)C(C(C)=O)c1c(Cl)c(O)c(O)c2c(C(=O)c3ccccc3)coc12` gave LGR2 inh inconclusive and PGC1a acetyl inh 6.
Screening COC(=O)c1ccccc1NC(=O)CSc1nnc(CNS(=O)(=O)c2ccc(C)cc2)n1C returned LGR2 inh 12 and PGC1a acetyl inh -15.
`C[n+]1cc[nH]c1SCC(=O)c1ccccc1` gave LGR2 inh 0 and PGC1a acetyl inh 17.
CCn1c2ccccc2c2cc(NC(=O)c3ccc([N+](=O)[O-])cc3)ccc21 was read as LGR2 inh 5 and PGC1a acetyl inh -6.
For O=C(O)CC1Sc2nc3ccccc3n2C1=O (configuration not stated) the results were LGR2 inh 11 and PGC1a acetyl inh -2.
For Cc1ccc(C(C)C)c(OCC(O)CN2CCOCC2)c1 (configuration not stated) the results were LGR2 inh -3 and PGC1a acetyl inh -15.
`Cc1ccc(Cn2c(Cc3ccccc3)nc3ccccc32)cc1` gave LGR2 inh -37 and PGC1a acetyl inh -30.
`O=C(O)/C=C/c1cn(Cc2ccccc2)nc1-c1ccccc1` gave LGR2 inh 5 and PGC1a acetyl inh 4.
For Cc1ccccc1NC(=O)Cc1nc(CSc2nnc(-c3ccc4c(c3)OCO4)o2)cs1 the results were LGR2 inh -32 and PGC1a acetyl inh -11.
For O=C(Nc1cccc2c1CCCC2)C1CCCN(S(=O)(=O)c2cccc3nonc23)C1 (configuration not stated) the results were LGR2 inh 1 and PGC1a acetyl inh 20.
For CCOC(=O)/C(N)=C/c1ncc(C(F)(F)F)cc1Cl the results were LGR2 inh -8 and PGC1a acetyl inh -2.
For Cc1nn(C)c2ncc(C(=O)c3cc(F)ccc3O)cc12 the results were LGR2 inh -12 and PGC1a acetyl inh 1.
For CCOC(=O)c1c(NC(=O)C2C3CCC(O3)C2C(=O)O)sc(C)c1-c1ccc(C)cc1 (configuration not stated) the results were LGR2 inh -9 and PGC1a acetyl inh 17.
Cc1ccc(-c2nnc3sc(CCc4ccccc4)nn23)cc1 was read as LGR2 inh -8 and PGC1a acetyl inh -1.
Screening O=C1c2ccccc2C(=O)N1CCCc1nc2ccccc2c(=O)n1Cc1ccco1 returned LGR2 inh 4 and PGC1a acetyl inh 0.
CC(C)(SC(=S)N1CCOCC1)C(=O)O was read as LGR2 inh -5 and PGC1a acetyl inh -2.
`CCCCOCCCNC(=O)CCCOc1ccccc1` gave LGR2 inh 3 and PGC1a acetyl inh 11.
COc1ccc(-n2nnnc2SCC(=O)Nc2ccc3c(c2)OCCO3)c(OC)c1 was read as LGR2 inh -11 and PGC1a acetyl inh -4.
O=C(Oc1cccc(-n2cnnn2)c1)c1ccco1 was read as LGR2 inh -1 and PGC1a acetyl inh -3.
For O=C1c2ccccc2C(=O)N1CCN1CCCCC1 the results were LGR2 inh -30 and PGC1a acetyl inh -12.
Screening CCOC(=O)CNS(=O)(=O)c1cc(-c2nnc(Nc3ccc4c(c3)OCO4)c3ccccc23)ccc1C returned LGR2 inh -5 and PGC1a acetyl inh -168.
`NS(=O)(=O)c1ccc(NC(=O)CCC2CCCCC2)cc1` gave LGR2 inh -13 and PGC1a acetyl inh -6.
C=CCOC(=O)C1C(=O)CC(C)(O)C(C(=O)OCC=C)C1c1ccc(OC)cc1 (configuration not stated) was read as LGR2 inh -7 and PGC1a acetyl inh -5.
For Cc1onc(-c2ccccc2)c1C(=O)Nc1ccc2c(c1)OCO2 the results were LGR2 inh -11 and PGC1a acetyl inh -5.
Screening Cn1c(-c2ccc(C=O)s2)nc2c3ccccc3c3ccccc3c21 returned LGR2 inh -25 and PGC1a acetyl inh 2.
`CC(=O)Nc1ccc(S(=O)(=O)NNC(=O)COc2cccc(C)c2)cc1` gave LGR2 inh 10 and PGC1a acetyl inh 3.
Screening Cc1cc2c(=O)n(CC(=O)N3CCN(c4ccc(F)cc4)CC3)cnc2s1 returned LGR2 inh 28 and PGC1a acetyl inh -14.
Screening CCOc1ccc(NC(=O)[C@@H](NC(=O)c2ccccc2)[C@@H](C)CC)cc1 returned LGR2 inh 8 and PGC1a acetyl inh -18.
`CC(NC(=O)c1cc2c(s1)CCCC2)C(C)(C)C` (configuration not stated) gave LGR2 inh -24 and PGC1a acetyl inh -6.
`Brc1ccc(OCCCN2CCOCC2)cc1` gave LGR2 inh -8 and PGC1a acetyl inh 6.
Screening O=C(CCc1ccccc1)Nc1ccccc1F returned LGR2 inh -22 and PGC1a acetyl inh 2.
`Cc1sc2ncnc(N/N=C/c3cccc(O)c3)c2c1C` gave LGR2 inh -34 and PAX8 reporter 14.

Some of the compounds tested (hit frequency here may not be typical).
